Compound activity from PubChem BioAssay.
S1P1 ag-PAM = activates or potentiates agonism at human S1P1 receptor | P21453 | S1P1 CRE-bla cells, forskolin, beta-lactamase FRET, potentiator mode; S1P1 agonist co-added at EC20, 2 nM; 100% = saturating reference agonist, 0% = basal | activation, % at 9.5 µM | 56,000 tested, 0.57% active | AID 449;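 active = activation above a cutoff set at the mean activation of all tested compounds plus 3 SD, cut at about 54% in these data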;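 also: forskolin at 4 µM as EC80 and the EC20 agonist is SEW2871; 100% = SEW2871 at its EC100 plus forskolin at EC80; some compounds past the cut are filed as inactive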
Target sequence (P21453 whole entry, looked up): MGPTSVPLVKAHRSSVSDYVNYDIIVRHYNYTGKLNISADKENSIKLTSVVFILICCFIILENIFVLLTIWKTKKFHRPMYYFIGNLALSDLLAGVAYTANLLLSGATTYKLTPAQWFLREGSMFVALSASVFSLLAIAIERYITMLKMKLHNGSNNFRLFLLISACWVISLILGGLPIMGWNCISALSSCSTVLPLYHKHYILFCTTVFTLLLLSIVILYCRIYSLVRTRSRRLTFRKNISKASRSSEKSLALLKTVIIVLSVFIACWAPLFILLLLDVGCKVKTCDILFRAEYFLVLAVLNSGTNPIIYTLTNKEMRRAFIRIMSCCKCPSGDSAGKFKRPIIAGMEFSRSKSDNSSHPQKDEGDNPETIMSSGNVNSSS
SF1 activator = activators of human nuclear receptor SF-1; CHO-K1 Gal4-SF-1 LBD luciferase reporter; % increase over DMSO SF-1-specific signal; 65,000 tested, 1.9% active; activation, % at 10 µM; Q13285;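 active = activation above the mean activation of all tested compounds plus 3 SD, cut at about 50% in these data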
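Assay system – CHO-K1 cells with Gal4–hSF-1 LBD chimera plus Gal4-driven luciferase · Quantity – 4,000 cells per well · Times – compound added 1 h post-seeding, 20 h exposure at 37 °C, 5% CO2 · Measured by – luciferase light emission · Benchmarks – DMSO and mock-transfected background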
5HT1E antag = 5-HT1E (human) receptor antagonism; P28566; 65,000 tested, 0.99% active; CHO 5-HT1E Ga15 NFAT-bla reporter, FRET, antagonist; inhibition, % at 6 µM;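 active = inhibition above a set limit, the mean inhibition across every tested compound plus 3 SD, cut at about 29% in these data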;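 also: signal is the 460 over 535 nm emission ratio of beta-lactamase substrate; 0% = agonist plus DMSO wells and 100% = wells without agonist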
AP complement = orthogonal test for alternative complement pathway inhibitors; Human serum alternative complement pathway, LPS-coated ELISA, C3 deposition; tested in compound mixtures; inhibition, % at 5 µM; 62,000 tested, 0.08% active; AID 1235;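 active = inhibition above 30% in each of the two pooled mixtures holding the compound, so the lower value exceeds 30%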;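 also: 0% = serum in Mg-EGTA without compound and 100% = EDTA serum blank; some compounds past the cut are filed as inactive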
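Test system: human serum complement alternative pathway, C3 deposition onto LPS / Medium: Mg2+-EGTA GVB++ buffer containing human serum at 1:15 dilution / Probe or stimulus: Plate-bound LPS / Times: 1 h at 37 °C / Signal: ELISA with HRP anti-human C3 antibody, TMB substrate, absorbance 450 nm / Measure: percent inhibition / Repeats: two pool placements per compound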
S1P3 agonist = agonists of human S1P3 receptor. 60,000 tested, 0.1% active. activation, % at 4.5 µM. Q99500. S1P3 NFAT-BLA reporter cells, agonism, FRET ratio; relative to 1 µM S1P, basal subtracted;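 active = activation above the screen-wide mean plus 3 SD, cut at about 4.5% in these data, passing the limit was not always enough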; also: some compounds called inactive have numbers as strong as hits
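Benchmarks: high control 1 µM S1P / System: stable CHO line with human S1P3, Gα16, NFAT-BLA reporter / Dosing: single compound concentration, 4.5 µM final / Timing: 4 h compound at 37 °C, 2 h substrate at RT / Measured by: FRET β-lactamase substrate fluorescence, excitation 405 nm, 460/535 nm emission ratio, background-subtracted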
RORA act = activators of human nuclear receptor RORA | 65,000 tested, 1.5% active | CHO-K1 Gal4-RORA LBD luciferase reporter, luminescence; percent increase over mock-subtracted basal signal | activation, % at 10 µM | P35398 | AID 560;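 active = activation above the mean of all tested compounds plus 3 SD, cut at about 49% in these data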;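 also: 0% = DMSO-treated RORA cells and 100% = added signal equal to DMSO minus mock-transfected cells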
Target sequence (P35398 whole entry, looked up, the tested form may be a part): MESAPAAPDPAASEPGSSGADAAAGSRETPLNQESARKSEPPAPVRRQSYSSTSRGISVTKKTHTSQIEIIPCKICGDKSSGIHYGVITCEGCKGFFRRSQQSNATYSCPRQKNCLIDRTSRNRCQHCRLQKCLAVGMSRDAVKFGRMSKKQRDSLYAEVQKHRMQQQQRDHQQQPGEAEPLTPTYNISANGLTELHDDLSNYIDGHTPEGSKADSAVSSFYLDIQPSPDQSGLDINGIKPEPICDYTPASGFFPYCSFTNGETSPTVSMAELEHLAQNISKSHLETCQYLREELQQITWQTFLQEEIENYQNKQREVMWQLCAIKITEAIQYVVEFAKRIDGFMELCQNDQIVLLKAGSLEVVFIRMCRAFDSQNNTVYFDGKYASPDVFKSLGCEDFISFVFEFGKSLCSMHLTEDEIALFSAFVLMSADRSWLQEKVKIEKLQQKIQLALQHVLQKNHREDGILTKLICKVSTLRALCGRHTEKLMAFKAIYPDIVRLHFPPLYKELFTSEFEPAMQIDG
5HT1E ag = activates the human 5-HT1E serotonin receptor; 65,000 tested, 0.69% active; activation, % at 6 µM; CHO 5-HT1E Ga15 NFAT-bla reporter, FRET; 0% DMSO wells, 100% control agonist wells; AID 574;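 active = activation above a set limit, the screen-wide mean activation plus 3 SD, cut at about 8.5% in these data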;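 also: 100% = positive control agonist at 1 µM giving full maximal response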
Ecoli tolC = E. coli tolC mutant growth inhibition; growth inhibition, % at 10 µM (by protocol); 65,000 tested, 2.2% active; E. coli BW25113 tolC mutant growth, OD615;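 active = growth inhibition at or above a cutoff equal to the mean over every tested compound plus 3 SD, cut at about 60% in these data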;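 also: growth measured after 20 h incubation at 37 °C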
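Test system: tolC-deleted E. coli BW25113 | Medium: LB with kanamycin 50 µg/mL | Compound dosing: Single concentration, 10 µM final per compound | Schedule: 37 °C, 20 h exposure | Measured by: OD at 615 nm | Evaluation: Percent growth inhibition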
5-HT1A blocker = blocks the human serotonin 5-HT1a receptor | P08908 | CHO 5-HT1a Ga15 NFAT-bla reporter, antagonist mode | inhibition, % at 10 µM | AID 612 | 62,000 tested, 0.68% active;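 active = inhibition above the mean of all tested compounds plus 3 SD, cut at about 43% in these data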;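 also: receptor stimulated by 5-CT agonist at 100 nM near EC80; beta-lactamase reporter measured by ratiometric fluorescence of a cleavable substrate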
An asterisk follows results filed as active; x = not tested or not shown.

SMILES	S1P1 ag-PAM	SF1 activator	5HT1E antag	AP complement	S1P3 agonist	RORA act	5HT1E ag	Ecoli tolC	5-HT1A blocker
COc1ccc(NC(C)=O)cc1NC(=O)CSc1nnc(-c2ccncc2)n1C	x	-5	0	4	x	-19	-0.5	-7	-6
CCCCn1nnnc1NCc1ccc(N2CCCC2)cc1	-20	15	-8	10	0.2	-8	-0.8	2	-18
O=C(COc1ncnc2sccc12)N1CCc2ccccc2C1	18	-1	-14	3	0.4	-13	-0.8	-5	5
CCOc1cc(C)nc(Oc2ccc(=O)[nH]n2)n1	3	-8	-5	2	-0.6	-18	-0.2	-10	-6
O=C(CN1CCC(C(=O)c2ccc(Cl)cc2)CC1)Nc1ccc2c(c1)OCCO2	23	-3	3	-2	-0.8	-3	0.1	20	-1
O=C(CN1CCOCC1)Nc1nc(-c2ccc3c(c2)CCN3S(=O)(=O)c2ccccc2)cs1	9	-3	2	4	-1.1	20	0.1	8	-6
CCCCC(=O)N1CC2(C)CN(C(=O)CCCC)CC(C)(C1)C2=O	-7	-8	-4	-1	-0.9	12	-0.3	3	-13
Cc1occc1C(=O)NCc1ccccc1F	-12	-8	-5	28	-1.3	-16	-0.5	-5	-5
CC(C)c1ccc(NC(=O)NC2CCCCC2)cc1	-37	100*	-1	7	0.0	85*	-0.8	11	14
O=C(O)CCCc1nc(-c2ccccc2)no1	11	12	1	21	-1.4	-17	-0.8	-1	2
COc1ccccc1C(=O)N1CCCC(c2nc(-c3cc(OC)c(OC)c(OC)c3)no2)C1 (centres undefined)	-40	5	-6	-2	-0.4	10	0.1	5	-13
COC(=O)c1ccccc1NC(=O)COC(=O)c1ccc(C)c(NC(=O)c2ccco2)c1	-15	-5	-9	2	0.8	-16	0.6	15	-8
Cc1ccc(CC2CC(=O)N(c3ccc(Cl)cn3)C2=O)cc1 (centres undefined)	-16	3	-9	13	0.2	-17	-0.1	6	-4
O=C(CN1C(=O)CCC1=O)Nc1ccc(S(=O)(=O)N2CCOCC2)cc1	-19	0	9	10	-1.1	6	0.7	-3	-4
CCOC(=O)CSC1=Nc2ccccc2C2=NC(CC(=O)NCc3ccc4c(c3)OCO4)C(=O)N12 (centres undefined)	-11	-2	-5	13	-0.1	6	-0.4	7	7
COc1ccc(CN2CN(C(C)C)CSC2=S)cc1	x	1	7	7	x	-10	-1.2	1	-3
O=C(CSc1nc2ccc(Cl)cc2[nH]1)NCc1ccco1	-9	3	-7	5	-1.0	14	0.6	7	-2
Fc1ccccc1/C=N/n1cnnc1	2	9	-8	17	-1.6	-14	-0.1	1	x
CCOC(=O)CSc1ccc2nnc(-c3ccccc3)n2n1	-15	-18	13	29	0.6	1	0.6	-2	2
Cc1cc(C(=O)OCC(=O)Nc2ccc(F)cc2)c(C)o1	x	1	17	13	x	7	-0.7	-8	-4
CCn1cc(S(=O)(=O)CC(=O)Nc2cccc(C)c2)c2ccccc21	6	4	-11	6	0.6	-12	0.5	2	-9
O=C(Nc1cccc2ccccc12)N1CCN(c2ccccc2)CC1	10	-4	1	7	-1.0	2	0.4	4	14
CCOn1c(=O)c(=O)n(OCc2ccccc2)c2ccccc21	x	-8	1	-4	-0.4	-4	1.5	-16	-12
CCOC(=O)N1CCN(C(=O)CSc2nnc(-c3cccs3)o2)CC1	-21	12	0	14	0.1	8	0.5	-5	-18
COc1ccc2c(C)nc(Nc3nc(C)cc(C)n3)nc2c1	-5	-11	1	1	-5.2	-13	-0.8	10	x
CCn1cc(C(=O)O)c(=O)c2cc(F)c(N3CCN(C(=O)Nc4ccccc4)CC3)cc21	14	-6	-2	10	-0.9	-1	2.2	100*	-10
CC(=O)N1C(C(=O)O)CSC1c1ccc(C)cc1 (centres undefined)	-17	-1	8	15	0.0	-15	-0.5	-21	2
COc1ccc(N(C)C(=O)CC2(CC(=O)O)CCCCC2)cc1	-11	17	1	4	0.1	-11	0.4	-4	-1
COc1cc2c(cc1NC(=O)CSc1nnc(Cc3cccs3)n1C)oc1ccccc12	9	14	-3	14	-0.7	-18	-0.2	50	4
Cc1ccc(S(=O)(=O)Nc2ccc3ncccc3c2)cc1	79	-17	4	18	0.0	-57	-0.7	20	9
CCN(CCCNC(=O)CCNC(=O)Cn1cnc2ccccc2c1=O)c1cccc(C)c1	-24	-4	-7	20	-0.4	-5	0.3	-11	-10
CCc1ccccc1NC(=O)N1C2CCCC1CC(NC(C)=O)C2 (centres undefined)	-7	-7	-1	19	0.3	-2	-1.5	-15	1
COc1ccc2cc(S(=O)(=O)N3CCOCC3)ccc2c1	x	-2	-6	5	-0.8	-10	0.0	6	-2
O=c1cc(CSc2nnc(COc3ccc(Cl)cc3)o2)c2ccccc2[nH]1	21	-11	-1	-5	-1.7	-4	0.5	-5	6
Cc1nc(=O)c(-c2ccccc2)c(C)n1-c1ccccc1C(=O)O	-7	5	0	-21	-0.4	-18	-1.0	-6	11
COc1ccccc1CNC(=O)CN(C)CC(=O)Nc1cccc(F)c1	-3	-13	0	-7	-0.9	-19	-0.9	-6	-3
O=C1c2ccccc2C(=O)N1CSc1nnnn1-c1ccccc1	x	2	-1	-2	x	-10	-0.6	-12	2
COCCn1c(SCCN2CCCCC2)nc2ccccc2c1=O	-21	7	-9	1	0.1	-23	-0.6	-17	18
CCOc1ccc(C2C=C(c3ccccc3)Nc3nnnn32)cc1 (centres undefined)	13	41	1	12	0.4	56*	-0.3	-7	11
Cn1cccc1C(=O)OCc1csc(-c2ccccc2)n1	46	6	8	3	-2.5	59*	0.0	27	5

Copied from the list:
In 5HT1E ag, COc1ccc(NC(C)=O)cc1NC(=O)CSc1nnc(-c2ccncc2)n1C is listed with -0.5
In 5HT1E ag, COc1ccc(N(C)C(=O)CC2(CC(=O)O)CCCCC2)cc1 is listed with 0.4
In 5-HT1A blocker, O=C(CN1CCOCC1)Nc1nc(-c2ccc3c(c2)CCN3S(=O)(=O)c2ccccc2)cs1 is listed with -6
In RORA act, CCCCn1nnnc1NCc1ccc(N2CCCC2)cc1 is listed with -8
In 5HT1E ag, CCOC(=O)CSc1ccc2nnc(-c3ccccc3)n2n1 is listed with 0.6

One compound at a time, from the list above.
`Cc1ccc(S(=O)(=O)Nc2ccc3ncccc3c2)cc1` in the list: S1P1 ag-PAM: 79; SF1 activator: -17; 5HT1E antag: 4; AP complement: 18; S1P3 agonist: 0.0; RORA act: -57; 5HT1E ag: -0.7; Ecoli tolC: 20; 5-HT1A blocker: 9
`CCc1ccccc1NC(=O)N1C2CCCC1CC(NC(C)=O)C2` (centres undefined) in the list: S1P1 ag-PAM: -7; SF1 activator: -7; 5HT1E antag: -1; AP complement: 19; S1P3 agonist: 0.3; RORA act: -2; 5HT1E ag: -1.5; Ecoli tolC: -15; 5-HT1A blocker: 1

The listing picks up, repeating the 2 entries before the break.
SMILES	S1P1 ag-PAM	SF1 activator	5HT1E antag	AP complement	S1P3 agonist	RORA act	5HT1E ag	Ecoli tolC	5-HT1A blocker
CCOc1ccc(C2C=C(c3ccccc3)Nc3nnnn32)cc1 (centres undefined)	13	41	1	12	0.4	56*	-0.3	-7	11
Cn1cccc1C(=O)OCc1csc(-c2ccccc2)n1	46	6	8	3	-2.5	59*	0.0	27	5
O=C(COC(=O)c1ccc(=O)n(Cc2ccccc2)n1)Nc1ccc2c(c1)OCCO2	0	-6	-4	4	-0.5	-3	-2.5	-6	-4
Oc1ccc(N2CCN(C(c3ccncc3)c3nnnn3C3CCCC3)CC2)cc1 (centres undefined)	-9	-6	3	0	-1.2	-33	-0.5	-3	-5
O=C(Nc1cccc(Br)c1)c1ccn[nH]1	11	31	-5	-9	-1.5	54*	0.2	3	20
COc1ccccc1N(CN1CCCC1=O)C(=O)c1ccccc1F	-20	-2	-7	14	-0.1	-5	-1.2	-12	1
CC(C)(C)c1ccc(-c2nc(-c3ccncc3)no2)cc1	x	11	-10	30	11	31	1.5	x	-22
CCn1ncc(C2=NOC(C(=O)Nc3cccnc3)C2)c1C (centres undefined)	0	-1	-9	14	-1.0	-2	-2.0	-8	2
Cc1occc1-c1nnc(SCC(=O)c2ccc(Cl)cc2)n1C	-6	8	7	9	-0.5	4	-0.3	-22	4
CC(C)(C)NS(=O)(=O)c1ccc(CCC(=O)N2CCCCC2)cc1	x	-11	-8	7	x	-7	0.3	6	-8
O=C(COC(=O)CCC1CCCC1)Nc1ccc(Cl)cn1	9	-1	1	-5	-0.8	3	59*	2	-11
CCC(C)NC(=O)N[C@@H](Cc1ccccc1)C(=O)O (some centres undefined)	-21	-2	1	-1	0.5	-12	-0.5	-14	-2
O=C(O)CCC(=O)Nc1ccc(N2CCCCCC2)cc1	x	-14	-11	2	x	-8	-1.3	-6	10
c1cnc(N2CCN(c3nc4ccccc4n4cnnc34)CC2)nc1	-66	-6	17	0	0.2	0	-0.2	9	-18
CCc1ccc2nc(NC(=O)c3ccc4c(=O)[nH]c(CN5CCOCC5)nc4c3)sc2c1	1	0	4	2	-0.4	-7	-0.3	-12	4
O=C(CN1CCN(C(=O)c2ccco2)CC1)Nc1ccccc1-c1ccccc1	x	-3	3	14	x	2	-0.1	15	-2
Cc1cc(C(=O)NC(C)C)on1	-1	7	8	8	0.6	7	-0.2	-23	-13
Clc1ccc(Cc2noc(CN3CCN(c4ccccc4)CC3)n2)c(Cl)c1	11	2	-1	9	-0.7	-5	-0.1	39	-8
c1nc(COc2nsnc2N2CCOCC2)cs1	-34	-17	-56	-5	-0.4	-7	0.0	-19	3
O=C(Nc1cccc(-c2nc3ccccc3[nH]2)c1)c1cccc(NC(=O)c2ccco2)c1	3	33	43*	-5	-0.2	25	0.3	13	33
CCOc1cccc(OCCCCn2ccnc2)c1	-30	-16	-20	11	-0.2	-9	-0.5	17	-11
Nc1ccccc1SCC(=O)N1CCc2ccccc21	17	14	-4	-7	0.4	-6	0.8	-2	0
Cc1cccc2sc(NC(=O)CN(C)S(=O)(=O)c3ccc(Br)s3)nc12	x	2	3	12	x	-23	0.6	92*	-12
